FEN1 inhibitor – human FEN1 inhibition; Potency, µM (top dose mostly 114 µM), inactives show at the top dose activity change, negative = inhibition, most hits filed as inhibitors; Recombinant FEN1 flap cleavage, fluorescence, 15 min; 390,000 compounds, 0.35% hits; AID 588795; P39748; also: nearly all actives have a fitted effect of over 65% in size
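Read-out was taken twice, immediately and after 15 min, following addition of 50 nM substrate to 10 nM FEN1 that had sat with test compound for 15 min at room temperature. Curves came from a four-parameter Hill model.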
GCN5L2 inh – GCN5L2 (KAT2A) acetyltransferase inhibition | GCN5L2 HAT assay, ThioGlo1 CoA-SH fluorescence | Potency, µM (doses to about 58.9 µM), for the others: top-dose activity change, negative = inhibition, most hits filed as inhibitors | 390,000 compounds, 0.21% hits | AID 504327
Target sequence (Q92830 whole entry, looked up): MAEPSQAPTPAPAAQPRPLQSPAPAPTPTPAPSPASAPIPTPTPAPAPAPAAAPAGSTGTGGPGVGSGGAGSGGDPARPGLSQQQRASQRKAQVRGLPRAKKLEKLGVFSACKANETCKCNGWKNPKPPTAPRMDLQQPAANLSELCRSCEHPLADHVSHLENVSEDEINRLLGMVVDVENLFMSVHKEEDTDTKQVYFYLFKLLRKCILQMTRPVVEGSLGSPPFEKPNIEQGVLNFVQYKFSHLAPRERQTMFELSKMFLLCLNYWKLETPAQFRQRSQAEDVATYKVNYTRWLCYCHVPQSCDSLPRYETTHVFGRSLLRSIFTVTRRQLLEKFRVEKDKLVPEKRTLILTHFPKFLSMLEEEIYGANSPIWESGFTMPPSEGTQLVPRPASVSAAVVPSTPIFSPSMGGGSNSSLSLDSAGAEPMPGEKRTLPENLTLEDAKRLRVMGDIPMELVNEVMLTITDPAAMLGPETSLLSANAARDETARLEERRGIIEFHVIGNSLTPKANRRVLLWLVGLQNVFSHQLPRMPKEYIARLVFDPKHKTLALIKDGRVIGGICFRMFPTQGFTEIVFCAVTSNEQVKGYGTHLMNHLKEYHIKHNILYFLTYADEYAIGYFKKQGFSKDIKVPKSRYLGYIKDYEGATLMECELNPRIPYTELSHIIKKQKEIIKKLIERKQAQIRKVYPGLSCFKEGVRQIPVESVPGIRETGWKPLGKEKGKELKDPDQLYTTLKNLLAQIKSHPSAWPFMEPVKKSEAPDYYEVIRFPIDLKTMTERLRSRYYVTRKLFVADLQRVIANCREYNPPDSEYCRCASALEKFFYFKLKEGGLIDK
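GCN5L2 (20nM final) in 50mM HEPES, 0.1mM EDTA pH 7.5, 0.01% Tween-20 was preincubated 15 min at room temperature with compound, then given ThioGlo1 (50uM), H3(1-25) peptide (75uM) and acetyl-CoA (70uM); CoA-thiol fluorescence (Ex340/Em540) was read at 0 and 20 min.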
DT40 TDP1 CPT – DT40-hTDP1 cell growth loss with CPT; chicken DT40 Tdp1-/-;hTDP1 cells + 20 nM CPT, ATP luminescence, 48 h; Potency, µM (top dose mostly 46.2 µM), inactives show at the highest dose activity change, negative = growth inhibition, hits mostly inhibitors; 420,000 compounds, 12% hits; also: nearly all actives have a fitted effect of over 55% in size
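Chicken DT40 Tdp1-/- cells stably complemented with human TDP1 were seeded at 400 cells/well in medium containing 20 nM camptothecin, exposed to pin-transferred compounds, and grown at 37 °C for at least 48 hr. Viability was read as ATP luminescence.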
* hit, by the source's call; ? = inconclusive; . = no result given; & = joins results of further samples; [ ] = another dose, or the depositor's remark. Calls follow the shape of the dose curve; as a rule, active = well fitted curve in the direction sought with a large enough effect; inconclusive = small, poorly fitted or top-dose-only effect, or another doubt; inactive = no such curve, though single readings can be large; an effect the other way counts as inactive or inconclusive. % is scaled to controls: 0 for no effect and ±100 for the full control effect; potency is read from the fitted curve at half-maximal effect. Only part of the results is shown (hit frequency here may not be typical).

item	SMILES	FEN1 inhibitor	GCN5L2 inh	DT40 TDP1 CPT
1	Cc1cc(/C=N\NC(=O)c2cccs2)c(C)n1-c1ccc2ncccc2c1	-15%	-3%	13µM*
2	O=c1c(-c2ccccc2)coc2c(CN3CCCCC3)c(O)ccc12	-7%	-8%	-26%
3	CCOc1ccc(/C=N/NC(=O)c2[nH]c3ccc(C)cc3c2C)cc1	6%	1%	-10%
4	CCc1nc2ccccc2n1CC(=O)N1CCN(Cc2ccccc2)CC1	0%	3%	?
5	CNC(=S)N1CCN(c2ccc([N+](=O)[O-])cc2)CC1	1%	-3%	-13%
6	CC(=O)c1sc2nc(CSc3nnnn3-c3ccccc3)[nH]c(=O)c2c1C	79µM*	?	-2%
7	CC(=O)Nc1ccc(C(=O)CN2C(=O)CSC2=O)cc1	-2%	-4%	12%
8	CC(C)NCC(O)COc1ccccc1-n1cccc1 (configuration not stated)	.	0%	5%

The list continues:
item	SMILES	FEN1 inhibitor	GCN5L2 inh	DT40 TDP1 CPT
9	COc1ccc(CC(=O)N2CC3(C)CC2CC(C)(C)C3)cc1OC (configuration not stated)	-1%	-15%	?
10	Cc1ccc(C)c(N2CCN(C(=O)Cc3c(C(=O)O)[nH]c4ccc(Cl)cc34)CC2)c1	-7%	-6%	?
11	Cc1c(NC(=O)c2cc(-c3cccs3)nc3ccccc23)c(=O)n(-c2ccccc2)n1C	-4%	-4%	?
12	COC(=O)c1ccc(S(N)(=O)=O)o1	-6%	-1%	-2%
13	CCc1ccc(NC(=S)NC2CC3CCCC(C2)N3Cc2cccs2)cc1 (configuration not stated)	-1%	-17%	18µM*
14	CCOC(=O)c1c(C)[nH]c(C(=O)COC(=O)CN2C(=O)C3CCCCC3C2=O)c1C (configuration not stated)	-11%	-3%	-21%
15	Cc1ccc(CN(C(=O)COc2ccc([N+](=O)[O-])cc2)c2ccccn2)o1	15%	-8%	-17%
16	O=C(O)c1cccc(S(=O)(=O)Nc2ccc(O)c(Sc3nc4ccccc4s3)c2)c1	-17%	-15%	-1%

Continuation:
item	SMILES	FEN1 inhibitor	GCN5L2 inh	DT40 TDP1 CPT
17	COc1cccc(-c2cn3nc4c(nc3n2)CCCC4)c1	-5%	-8%	-35%
18	CC(=O)c1cnc2nc(C)nn2c1C	-2%	2%	-3%
19	CCC(=O)N1CCc2cc(S(=O)(=O)NCCC(=O)NCc3ccc(F)cc3)ccc21	20%	-7%	-18%
20	CCOC(=O)N1CCN(S(=O)(=O)N2CCCC(C(=O)NCc3cc(OC)ccc3OC)C2)CC1 (configuration not stated)	-7%	-1%	?
21	CC(=O)c1c(C)[nH]c(C(=O)NCc2ccc(F)cc2)c1C	-1%	-2%	24%
22	COc1ccccc1N1CCN(CC(O)COCc2cccs2)CC1 (configuration not stated)	-3%	0%	-4%
23	CN(C(=O)c1ccc(NC(=O)C2CC=CCC2C(=O)O)cc1)c1ccccc1 (configuration not stated)	-1%	-6%	-23%
24	CCC(=O)Nc1ccc(C)cc1-c1nc2ccccc2n(C(C)C(=O)Nc2ccccc2CC)c1=O (configuration not stated)	0%	-12%	18µM*

Other compounds follow:
item	SMILES	FEN1 inhibitor	GCN5L2 inh	DT40 TDP1 CPT
25	CCn1cc(/C=N\NC(=O)c2ccccc2Cl)cn1	-2%	0%	0%
26	CC(C)OC(=O)CN1C(=O)c2ccccc2C1=O	1%	2%	-4%
27	COc1ccc(OC)c(/C=N/Nc2nncn2/N=C/c2cc(OC)ccc2OC)c1	?	-8%	8.2µM*
28	CCOc1ccc(CNC(=O)CCCC(=O)n2ncc3cc(C)ccc32)cc1	-6%	-1%	0%
29	Fc1ccc(-c2noc(-c3ccc4c(c3)CCO4)n2)cc1	10%	0%	-2%
30	Cc1ccccc1Cn1c(CCCNC(=O)C2CCCCC2)nc2ccccc21	-1%	-5%	18µM*
31	CCc1nc(SCC(=O)Nc2ccc(C(=O)O)cc2)n[nH]1	60%[activator]	-2%	?
32	COc1cc2c(cc1OC)C(c1cc3ccc(C)cc3[nH]c1=O)N(C(=O)c1ccco1)CC2 (configuration not stated)	-8%	-4%	-2%

Among those listed so far, three have a furan ring, fused or not.
item	SMILES	FEN1 inhibitor	GCN5L2 inh	DT40 TDP1 CPT
12	COC(=O)c1ccc(S(N)(=O)=O)o1	-6%	-1%	-2%
15	Cc1ccc(CN(C(=O)COc2ccc([N+](=O)[O-])cc2)c2ccccn2)o1	15%	-8%	-17%
32	COc1cc2c(cc1OC)C(c1cc3ccc(C)cc3[nH]c1=O)N(C(=O)c1ccco1)CC2 (configuration not stated)	-8%	-4%	-2%

More records follow:
item	SMILES	FEN1 inhibitor	GCN5L2 inh	DT40 TDP1 CPT
33	O=C(Nc1cccc([N+](=O)[O-])c1)c1cc(S(=O)(=O)N2CCOCC2)cs1	-4%	-17%	?
34	CN(C)C(=O)c1ccc(NC(=O)COc2ccc([N+](=O)[O-])cc2)cc1	8%	-1%	-16%
35	Cc1ccc2[nH]c(=O)c(CNS(=O)(=O)c3ccccc3)c(-c3ccccc3)c2c1	4%	-4%	?
36	CC(NC(=O)CN1C(=O)COc2ccccc21)c1ccccc1 (configuration not stated)	3%	-1%	-6%
37	O=C(Nc1ccc(N2CCN(C(=O)c3ccccc3)CC2)cc1)c1ccc(Br)o1	-2%	-11%	16µM*
38	CCCCCCOC(=O)C(C#N)c1nc2ccccc2nc1N1CCN(C)CC1 (configuration not stated)	5%	0%&-7%	?
39	C[C@@H](C(=O)N1CCN(C(=O)OC(C)(C)C)CC1)n1cc(CCCN=C(NC(=O)OC(C)(C)C)NC(=O)OC(C)(C)C)nn1	-5%	1%	?
40	Cc1ccc(NC(=O)c2ccccc2F)c(NC(=O)c2ccccc2F)c1	10%	.	?

Further structures.
item	SMILES	FEN1 inhibitor	GCN5L2 inh	DT40 TDP1 CPT
41	Cc1ccc(NC(=S)N2CCN(c3ccccc3F)CC2)c(C)c1	10%	-4%	?
42	COc1ccc(Nc2nc(NC(C)(C)C)nc(N3CCOCC3)n2)c(OC)c1	-8%	-5%	21µM*
43	COc1ccc(S(=O)(=O)N2CCN=C2SCc2cccc(C)c2)cc1	-5%	-9%	-5%
44	O=C(NCCC1=CCCCC1)C1CCN(C(=O)N2CCOc3ccc(Cl)cc32)CC1	3%	-7%	?
45	CCCCOC(=O)Nc1cc(C)c(Cl)cc1OC	-5%	-9%	-22%
46	COc1ccc(-c2nc(-c3ccccc3)c(-c3ccccc3)[nH]2)cc1Br	-1%	-11%	18µM*
47	CCOC(=O)Cc1cnc(NC(=O)CSc2nc(C)c(CC)c(=O)[nH]2)s1	0%	-4%	14%
48	CCOC(=O)c1c(-c2cccc(N)c2)cn2ccccc12	-17%	-10%	2%

(more compounds)
item	SMILES	FEN1 inhibitor	GCN5L2 inh	DT40 TDP1 CPT
49	COc1ccccc1Nc1c2ccccc2nc2ccccc12	?	-1%	16µM*
50	COc1ccc(C2(c3ccc(OC)cc3)NC(=O)N(CC(=O)Nc3ccccc3C(F)(F)F)C2=O)cc1	-2%	-5%	-8%
51	COc1ccccc1-n1cnnc1SCC(=O)Nc1ncc(Cl)cc1Cl	-2%	-2%	?
52	COc1ccc(NC(=O)c2nc[nH]c2C(=O)N2CCN(c3ccccc3)CC2)cc1	12%	-24%	-26%
53	Clc1ccccc1-c1nnc(CNC2CC2)o1	-16%	3%	?
54	O=S(=O)(c1ccc(F)c(F)c1)N1CCCc2ccccc21	-3%	0%	-21%
55	CCOC(=O)C1CCN(S(=O)(=O)c2ccc3c4c(cccc24)C(=O)N3CC)CC1	6%	?	3%

Sorted by SMILES length (rising): part of the list above
item	SMILES	FEN1 inhibitor	GCN5L2 inh	DT40 TDP1 CPT
18	CC(=O)c1cnc2nc(C)nn2c1C	-2%	2%	-3%
12	COC(=O)c1ccc(S(N)(=O)=O)o1	-6%	-1%	-2%
53	Clc1ccccc1-c1nnc(CNC2CC2)o1	-16%	3%	?
8	CC(C)NCC(O)COc1ccccc1-n1cccc1 (configuration not stated)	.	0%	5%
49	COc1ccccc1Nc1c2ccccc2nc2ccccc12	?	-1%	16µM*
17	COc1cccc(-c2cn3nc4c(nc3n2)CCCC4)c1	-5%	-8%	-35%
22	COc1ccccc1N1CCN(CC(O)COCc2cccs2)CC1 (configuration not stated)	-3%	0%	-4%
31	CCc1nc(SCC(=O)Nc2ccc(C(=O)O)cc2)n[nH]1	60%[activator]	-2%	?
51	COc1ccccc1-n1cnnc1SCC(=O)Nc1ncc(Cl)cc1Cl	-2%	-2%	?
43	COc1ccc(S(=O)(=O)N2CCN=C2SCc2cccc(C)c2)cc1	-5%	-9%	-5%
3	CCOc1ccc(/C=N/NC(=O)c2[nH]c3ccc(C)cc3c2C)cc1	6%	1%	-10%
42	COc1ccc(Nc2nc(NC(C)(C)C)nc(N3CCOCC3)n2)c(OC)c1	-8%	-5%	21µM*
46	COc1ccc(-c2nc(-c3ccccc3)c(-c3ccccc3)[nH]2)cc1Br	-1%	-11%	18µM*
44	O=C(NCCC1=CCCCC1)C1CCN(C(=O)N2CCOc3ccc(Cl)cc32)CC1	3%	-7%	?
52	COc1ccc(NC(=O)c2nc[nH]c2C(=O)N2CCN(c3ccccc3)CC2)cc1	12%	-24%	-26%
19	CCC(=O)N1CCc2cc(S(=O)(=O)NCCC(=O)NCc3ccc(F)cc3)ccc21	20%	-7%	-18%
16	O=C(O)c1cccc(S(=O)(=O)Nc2ccc(O)c(Sc3nc4ccccc4s3)c2)c1	-17%	-15%	-1%
20	CCOC(=O)N1CCN(S(=O)(=O)N2CCCC(C(=O)NCc3cc(OC)ccc3OC)C2)CC1 (configuration not stated)	-7%	-1%	?
39	C[C@@H](C(=O)N1CCN(C(=O)OC(C)(C)C)CC1)n1cc(CCCN=C(NC(=O)OC(C)(C)C)NC(=O)OC(C)(C)C)nn1	-5%	1%	?
